GPR151 activ: activators of human GPR151, primary screen, cell-based, PathHunter beta-arrestin, luminescence; G-protein coupled receptor 151 (Homo sapiens), Q8TDV0; PathHunter beta-arrestin GPR151 cells; activation, % at 11.2 µM; actives 1% (n = 650,000); AID 1508602, 2020; in the data active = activation above about 4.9%;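 note: 0% = median of compound wells and 100% = cells with positive control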
FBW7 activator: FBW7 E3 ligase activators, primary screen, biochemical, AlphaScreen, human | F-box/WD repeat-containing protein 7 (Homo sapiens), Q969H0 | AlphaScreen FBW7–phospho-cyclin E peptide binding, activator screen | normalized activity (activation), % at 26.1 µM | actives 0.13% (n = 650,000) | AID 1259310, 2017; in the data active = normalized activity above about 1.9%;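 note: purified mutant Fbw7 with reduced substrate affinity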
Target sequence (Q969H0 whole entry, looked up): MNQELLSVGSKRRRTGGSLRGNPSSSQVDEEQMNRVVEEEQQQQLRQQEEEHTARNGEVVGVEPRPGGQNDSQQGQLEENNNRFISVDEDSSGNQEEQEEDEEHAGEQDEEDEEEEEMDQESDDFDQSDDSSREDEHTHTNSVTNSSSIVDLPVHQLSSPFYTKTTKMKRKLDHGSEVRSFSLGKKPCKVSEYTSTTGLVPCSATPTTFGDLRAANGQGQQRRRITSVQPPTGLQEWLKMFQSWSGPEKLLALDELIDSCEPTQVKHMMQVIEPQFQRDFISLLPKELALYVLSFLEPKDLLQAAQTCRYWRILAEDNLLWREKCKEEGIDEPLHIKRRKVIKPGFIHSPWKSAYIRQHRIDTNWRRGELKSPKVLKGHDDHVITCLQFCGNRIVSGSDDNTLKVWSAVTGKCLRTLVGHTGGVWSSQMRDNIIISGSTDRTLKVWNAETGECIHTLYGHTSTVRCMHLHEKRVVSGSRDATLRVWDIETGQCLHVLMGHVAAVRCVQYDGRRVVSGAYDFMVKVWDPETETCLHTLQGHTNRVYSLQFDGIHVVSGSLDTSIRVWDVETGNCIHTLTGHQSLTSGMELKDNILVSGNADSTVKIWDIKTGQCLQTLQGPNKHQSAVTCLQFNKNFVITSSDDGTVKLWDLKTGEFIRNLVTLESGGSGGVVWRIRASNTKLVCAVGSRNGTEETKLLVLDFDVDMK
TEAD-YAP inh: TEAD-YAP interaction inhibition, primary screen, TEAD-YAP interaction inhibitor project, luminescence, HEK-TIYL cells | TEAD-Gal4/YAP UAS-luciferase luminescence | inhibition, % at 9.12 µM | actives 1.4% (n = 640,000); in the data active = inhibition above about 32%;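 note: 0% = median of test compound wells and 100% = reference inhibitor wells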
MITF inh: MITF inhibitors, primary screen, biochemical, AlphaScreen, human | AlphaScreen MITF homodimerization, bead proximity signal | actives 0.91% (n = 650,000) | inhibition, % at 2.6 µM; in the data active = inhibition above about 50%;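 note: 0% = vehicle wells with protein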
* hit, by the source's call; . = no result given.

SMILES | GPR151 activ | FBW7 activator | TEAD-YAP inh | MITF inh
CC(=O)C(C(C)=O)C1=C(Cl)C(=O)C(=O)c2ccccc21 | 0.5 | -0.9 | 84* | 0
COc1ccc2cc(CCNC(=O)Cc3ccc(OC)c(OC)c3)c(=O)[nH]c2c1 | 0.5 | 0.1 | 0 | 2
C=CCOC(=O)C1=C(C)NC(=O)NC1c1cc(OC)ccc1OC (centres undefined) | -0.1 | 0.2 | -2 | -3
O=C(CN1CCCCC1)Nc1cccc(Br)c1 | 1.3 | 0.4 | 2 | 2
CC(=O)Nc1ccc(/C=C(\C#N)c2ccccn2)cc1 | 0.0 | 0.0 | -26 | 6
COc1ccc(-c2ccc(/C=C3\C(=O)N(c4cccc(Br)c4)N=C3C)o2)cc1[N+](=O)[O-] | -0.3 | 0.0 | -17 | 7
S=c1[nH]nc(COc2cccc(Br)c2)n1-c1ccccc1 | 2.1 | 0.0 | -2 | 5
COc1cccc(CC2(CO)CCCN(Cc3cccc(C)n3)C2)c1 (centres undefined) | 0.8 | 0.5 | 0 | 2
Cc1ccc2nc(N3CCC(C(=O)NC4(c5ccccc5)CC4)CC3)nc(C)c2c1 | -0.8 | 0.1 | -3 | -1
COc1ccc(NC(=O)CSc2ncnc3c2nnn3-c2ccc(F)cc2)cc1 | -1.1 | 0.6 | 7 | 10
CCOC(=O)c1c(NC(=O)CSc2nnc(CNC(=O)c3ccc([N+](=O)[O-])cc3)n2-c2ccccc2OC)sc2c1CCCCC2 | 0.4 | 0.0 | -4 | 5
CC(C)NC(=O)Cn1nnc2ccccc2c1=O | -1.4 | 0.0 | -10 | -8
CN(C)c1ncc(CN2CCc3c(nc(N4CCCCC4)[nH]c3=O)C2)cn1 | -1.1 | 0.1 | -3 | -14
CCOC(=O)N1CCC(Nc2ncnc3c2cnn3-c2cccc(C)c2)CC1 | 0.5 | -0.1 | -6 | 3
Cc1cccc(OCC(=O)Nc2ccc3c(c2)CCCN3C(=O)C(C)C)c1 | -0.3 | -0.1 | 8 | -3
CCc1cc2c(=O)oc(-c3ccccc3C)nc2s1 | -0.2 | 0.2 | -2 | 4
COC(=O)C1=C(C)N=c2s/c(=C\c3sccc3C)c(=O)n2C1c1ccc(OC(C)=O)cc1 (centres undefined) | -0.2 | 0.1 | -3 | 3
CCOC(=O)N1CCN(c2c(-c3ccc4c(c3)OCC(=O)N4)c(=O)c2=O)CC1 | -0.8 | 0.1 | -1 | 3
CCOC(=O)C1CCCN(Cc2cn3c(-c4ccc(Br)cc4)nnc3s2)C1 (centres undefined) | -0.4 | 0.0 | 2 | -3
CCCCNC(=O)/C(C#N)=C/c1ccc(N2CCOCC2)cc1 | 1.1 | 0.0 | -14 | -3

Among those listed so far, these contain a nitro group on carbon:
SMILES | GPR151 activ | FBW7 activator | TEAD-YAP inh | MITF inh
COc1ccc(-c2ccc(/C=C3\C(=O)N(c4cccc(Br)c4)N=C3C)o2)cc1[N+](=O)[O-] | -0.3 | 0.0 | -17 | 7
CCOC(=O)c1c(NC(=O)CSc2nnc(CNC(=O)c3ccc([N+](=O)[O-])cc3)n2-c2ccccc2OC)sc2c1CCCCC2 | 0.4 | 0.0 | -4 | 5

Profiles, quoted from the list. Order of values: GPR151 activ | FBW7 activator | TEAD-YAP inh | MITF inh
CCOC(=O)c1c(NC(=O)CSc2nnc(CNC(=O)c3ccc([N+](=O)[O-])cc3)n2-c2ccccc2OC)sc2c1CCCCC2 as listed: 0.4 | 0.0 | -4 | 5
S=c1[nH]nc(COc2cccc(Br)c2)n1-c1ccccc1 as listed: 2.1 | 0.0 | -2 | 5

A draw from above in order of molecular weight, ascending:
SMILES | GPR151 activ | FBW7 activator | TEAD-YAP inh | MITF inh
S=c1[nH]nc(COc2cccc(Br)c2)n1-c1ccccc1 | 2.1 | 0.0 | -2 | 5
CN(C)c1ncc(CN2CCc3c(nc(N4CCCCC4)[nH]c3=O)C2)cn1 | -1.1 | 0.1 | -3 | -14
CCOC(=O)C1CCCN(Cc2cn3c(-c4ccc(Br)cc4)nnc3s2)C1 (centres undefined) | -0.4 | 0.0 | 2 | -3

(continued)
SMILES | GPR151 activ | FBW7 activator | TEAD-YAP inh | MITF inh
O=C(Oc1ccccc1N(C(=O)c1ccccc1)S(=O)(=O)c1ccccc1)c1ccccc1 | -0.6 | -0.1 | -10 | 0
COc1ccccc1N1CCN(/N=C(\C)c2cccs2)CC1 | -1.4 | 0.1 | -20 | 16
O=C(COc1ccc(Cl)cc1)Nc1ccc(S(=O)(=O)N2CCCCCC2)cc1 | -1.0 | 0.2 | 2 | -1
C#CCOCC(O)CN(CC)CC (centres undefined) | -1.4 | 0.6 | 2 | 9
COc1ccc(NC(=O)CCn2cccc2)cc1OC | -0.3 | -0.1 | 0 | 3
c1ccc(Nc2nc(NCc3nc4ccccc4[nH]3)c3[nH]cnc3n2)cc1 | -1.0 | -0.1 | 0 | 2
Cc1nc(N2CCN(C(=O)CCC(=O)O)CC2)c2c3c(sc2n1)CCCC3 | -0.3 | 0.0 | -9 | -4
O=C(CN(Cc1ccccc1)S(=O)(=O)c1ccc(Br)cc1)NCCCO | 0.4 | 0.0 | -4 | 2
c1ccc(-c2cc(N3CCCCC3)nc(-c3cccnc3)n2)nc1 | 1.1 | 0.1 | 18 | 4
CC(C)N1C(=O)CCC1C(=O)N1CCN(c2ccc(F)cc2)CC1 (centres undefined) | 0.2 | -0.1 | -4 | -2
CCCCN(C)C(=O)CC1(c2ccccc2OC)CC(=O)N(C2CCCC2)C1=O (centres undefined) | 0.7 | 0.9 | 0 | 16
Cc1sc2nc(C)n3c(=O)n(CC(=O)NC(C)C)nc3c2c1C | 0.7 | 0.0 | -11 | -3
O=C(Nc1cc(SCC(O)CO)cc([N+](=O)[O-])c1)c1ccc(F)cc1 (centres undefined) | -0.6 | -0.1 | 8 | 0
NC(=O)NC(=O)COC(=O)c1cccc(S(=O)(=O)N2CCN(c3ccccc3)CC2)c1 | 1.4 | 0.2 | -4 | 7
CCOC(=O)N1CCN(C(=O)C(=O)NNC(=O)c2cccc(F)c2)CC1 | 0.7 | 0.4 | -1 | 4
Cc1cccc(CN2CCc3nnc(CCNC(=O)c4ccoc4)n3CC2)c1 | 0.9 | 0.0 | -1 | 3
O=C(Nc1ccc(NC(=O)c2ccco2)nc1)c1cccnc1 | 0.9 | -0.1 | -32 | -1
O=[N+]([O-])c1cccc2c1NC(c1ccc(Cl)cc1)C1CC=CC21 (centres undefined) | 0.1 | -0.8 | -2 | 11
CNc1c(NS(=O)(=O)c2ccccc2[N+](=O)[O-])c(=O)oc2ccccc12 | 2.3 | -0.1 | 1 | -2
O=C(CCCC(=O)N1CCCc2ccccc21)N1CCCc2ccccc21 | -0.4 | 0.0 | 0 | 0
COc1ccc(-c2cc(C(=O)N/N=C/c3ccc(OC)c(OC)c3OC)[nH]n2)cc1OC | 0.0 | 0.3 | 23 | 15
CCOc1ccc(S(=O)(=O)N2CCN(c3ccccc3Cl)CC2)c2cccnc12 | -0.2 | 0.0 | -14 | -12
COc1cc(/C=N/NC(=S)Cc2ccccc2)cc(OC)c1OC | 0.4 | -0.1 | 5 | 5
Cc1cc(Cl)ccc1OCCCC(=O)N1CCCCC1 | -1.2 | 0.0 | -84 | -4
CC(=O)Nc1ccc(Nc2nc3ccccc3nc2-n2nc(C)cc2C)cc1 | 0.3 | 0.2 | 7 | 5
CCN1CCN(CC(=O)C(C#N)c2nc(-c3ccc(Br)cc3)cs2)CC1 (centres undefined) | -1.6 | -0.2 | -15 | 14
Cc1cccn2c(=O)nc(SCc3ccccc3Cl)nc12 | -0.4 | 0.1 | 9 | 8
Cn1c(=O)[nH]c(=O)c2c1nc(N1CCCC1)n2CCCc1ccccc1 | 0.8 | -0.2 | -1 | -1
O=C1CCCC/C1=C/Nc1ccc(S(=O)(=O)Nc2ncccn2)cc1 | -1.6 | 0.2 | -7 | 24
COc1ccc(-c2nnc(SCC(=O)c3ccc4c(c3)OCCO4)o2)cc1OC | -0.1 | 0.5 | 9 | 11
O=c1[nH]cnc2sc3c(c12)CCCCC3 | -0.1 | 0.0 | 5 | -5
COC(=O)CC1C(=O)NCCN1C(=S)NC(=O)C(c1ccccc1)c1ccccc1 (centres undefined) | -0.9 | 0.4 | 12 | 19
Cc1c(C(=O)N2CCC[C@H]2CO)sc2ncnc(NCc3cccc(F)c3)c12 | 0.0 | -0.2 | 4 | 5
Cc1nn(-c2ccccc2)c2c1C(c1c(F)cccc1Cl)C(C#N)=C(N)O2 (centres undefined) | 3.5 | -0.1 | -14 | 2
COc1ccc(NS(=O)(=O)c2ccc(NS(=O)(=O)c3ccc(Cl)cc3)cc2)cc1 | -0.6 | -0.1 | 2 | 9
CCC1CCCN1CNC(=O)c1ccc2c(c1)NC(=O)/C(=C/c1ccccc1)S2 (centres undefined) | 0.7 | -0.1 | 7 | 0
NC(=O)CSC1=Nc2ccccc2C2=NC(CCC(=O)NCc3cccs3)C(=O)N12 (centres undefined) | -1.2 | 0.0 | 10 | 1
CN(C/C=C/c1ccccc1)Cc1cccc2ccccc12 | 3.1 | 0.7 | . | 10
CC(C)C1Oc2ccccc2N(CC(=O)NCCCN2C(C)CCCC2C)C1=O (centres undefined) | 5.0* | 0.1 | 12 | 18
CC(C)(C)c1ccc(CN2C3=NCCCN3c3ccccc32)cc1 | 0.1 | -0.3 | 11 | -5

Next part, starting with the last two of the part before.
SMILES | GPR151 activ | FBW7 activator | TEAD-YAP inh | MITF inh
CC(C)C1Oc2ccccc2N(CC(=O)NCCCN2C(C)CCCC2C)C1=O (centres undefined) | 5.0* | 0.1 | 12 | 18
CC(C)(C)c1ccc(CN2C3=NCCCN3c3ccccc32)cc1 | 0.1 | -0.3 | 11 | -5
CCOC(=O)c1cc2c(=O)n3ccccc3nc2n(CC(C)C)c1=NC(=O)c1ccco1 | -0.6 | 0.0 | 3 | 0
Cc1ccc(S(=O)(=O)Nc2ccc([N+](=O)[O-])cn2)cc1 | 0.1 | -0.4 | 3 | -29
Cc1ccc2c(c1)NC(=O)C(CC(=O)Nc1ccc(Br)cc1F)O2 (centres undefined) | 0.3 | 0.0 | 2 | 11
COc1cc([N+](=O)[O-])ccc1NSc1ccc([N+](=O)[O-])cc1 | -0.3 | 0.3 | 21 | 8
CCN(CC)CCCC(C)NC(=O)Nc1ccc(Cl)cc1 (centres undefined) | -0.2 | 0.1 | -8 | -1
CCOc1ccc(/C(O)=C2/C(=O)C(=O)N(CCCN(C)C)C2c2ccc(Cl)cc2)c(C)c1 (centres undefined) | -0.4 | 0.0 | 8 | 3
COc1cc2nc(/C=C/c3ccc([N+](=O)[O-])cc3)oc(=O)c2cc1OC | 4.4 | -0.2 | 1 | 6
CC(=O)c1ccc(OCC(=O)Nc2ccccc2Cl)cc1 | -0.2 | 0.0 | -45 | -4
Cc1cc(NC(=S)N(Cc2ccccc2Cl)C2CCCC2)ccc1Cl | 1.2 | -0.1 | 13 | 14
COc1ccc(OCC(O)Cn2c(NCCO)nc3c2c(=O)[nH]c(=O)n3C)cc1 (centres undefined) | -1.0 | 0.2 | 4 | 10
Cc1cc(NC(=O)CN2C(=O)c3ccccc3C2=O)c2cc(Br)ccc2n1 | -1.0 | 0.0 | -2 | 2
O=C(NC1CCCCNC1=O)c1ccc(N2CC3CC(C2)c2cccc(=O)n2C3)c([N+](=O)[O-])c1 (centres undefined) | 0.5 | -0.1 | 3 | 6
O=[N+]([O-])c1cccnc1Nc1cccc(S(=O)(=O)Nc2ccc(Br)cc2)c1 | 0.6 | -0.3 | 1 | -2

Screens deposited in PubChem BioAssay by The Scripps Research Institute Molecular Screening Center.
